PLAP activator = activates human placental alkaline phosphatase. AID 696. purified PLAP enzyme, luminescent substrate read-out; stronger effect = higher value. P05187. 1.2% of 96,000 active. activation fold at 20 µM; in the data active = activation fold above about 2
Mac1 fbg enh = CD11b/CD18-fibrinogen binding enhancement; P05107+P11215; K562 CD11b/CD18 adhesion to fibrinogen, ATPlite luminescence; activation, % at 10 µM; 0.07% of 93,000 active; AID 1499;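 active = 10 µM primary screen giving 50% or more activity, confirmed by 40% or more on retest at that dose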; also: strong numbers were not always called active; reference of the scale not given here
MT1-MMP txn act = MT1-MMP promoter transcription activation | HT1080 MT1-MMP promoter luciferase reporter, luminescence, overnight; stronger effect = higher value | activation factor at 10 µM | 0.16% of 86,000 active;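 active = activation factor of at least 2 for MT1-MMP transcription at 10 µM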
ERb SRC1 inh = blocks coactivator binding to human estrogen receptor beta; Q92731; TR-FRET ER-beta LBD / SRC1-Cy5 peptide binding; receptor agonist-loaded with 1 µM estradiol; inhibition, % at 25.6 µM; 1.3% of 86,000 active;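 active = compounds whose percent inhibition of the receptor-coactivator binding signal exceeds about 50% in the single-dose screen, limit read from the data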;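 also: 0% = receptor plus peptide wells without compound and 100% = peptide-only wells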
FAK blocker = blocks human focal adhesion kinase activity; 0.84% of 97,000 active; Q05397; biochemical FAK kinase activity assay; AID 727; inhibition, %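 (tested at 7 µM)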; in the data active = inhibition above about 19%;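 also: 0% = DMSO and 100% = reference compound high control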
Target sequence (Q05397 whole entry, looked up): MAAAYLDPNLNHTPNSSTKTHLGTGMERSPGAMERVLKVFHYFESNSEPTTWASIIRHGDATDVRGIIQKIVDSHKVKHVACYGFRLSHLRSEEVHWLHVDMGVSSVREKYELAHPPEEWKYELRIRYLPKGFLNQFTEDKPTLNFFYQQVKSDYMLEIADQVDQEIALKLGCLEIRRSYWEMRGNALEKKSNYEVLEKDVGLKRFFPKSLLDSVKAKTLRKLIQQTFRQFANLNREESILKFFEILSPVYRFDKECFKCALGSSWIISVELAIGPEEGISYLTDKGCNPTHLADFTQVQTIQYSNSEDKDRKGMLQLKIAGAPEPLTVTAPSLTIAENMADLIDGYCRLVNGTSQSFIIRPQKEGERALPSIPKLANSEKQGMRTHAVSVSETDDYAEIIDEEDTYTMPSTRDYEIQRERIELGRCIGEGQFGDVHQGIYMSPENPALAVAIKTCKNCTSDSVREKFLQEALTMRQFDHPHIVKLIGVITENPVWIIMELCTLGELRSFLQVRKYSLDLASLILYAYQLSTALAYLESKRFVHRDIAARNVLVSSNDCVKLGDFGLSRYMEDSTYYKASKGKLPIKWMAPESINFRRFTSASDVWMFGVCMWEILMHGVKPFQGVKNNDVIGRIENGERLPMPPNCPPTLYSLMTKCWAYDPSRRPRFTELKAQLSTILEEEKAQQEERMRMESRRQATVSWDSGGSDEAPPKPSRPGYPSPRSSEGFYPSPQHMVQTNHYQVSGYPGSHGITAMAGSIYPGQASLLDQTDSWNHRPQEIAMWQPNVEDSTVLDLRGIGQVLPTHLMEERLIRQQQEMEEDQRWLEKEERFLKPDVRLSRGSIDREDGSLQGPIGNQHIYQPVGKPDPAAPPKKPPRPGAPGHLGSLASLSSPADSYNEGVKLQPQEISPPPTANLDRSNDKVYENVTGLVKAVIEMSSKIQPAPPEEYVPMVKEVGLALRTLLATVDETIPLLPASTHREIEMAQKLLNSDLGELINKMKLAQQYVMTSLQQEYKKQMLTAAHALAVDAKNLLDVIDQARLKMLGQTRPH
E coli WT exp = blocks growth of wild type E. coli BW25113 | OD600 absorbance | growth inhibition, % at 100 µM | 0.15% of 98,000 active;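 active = growth inhibition above about 50% at one test dose, limit read from the data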;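 also: growth measured after 20 h incubation at 37 °C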
ERa coact inh = ER-alpha (human) coactivator binding inhibition; TR-FRET ER-alpha LBD / SRC-1 peptide, estradiol-bound; inhibition, % at 25.6 µM; 1.7% of 86,000 active; in the data active = inhibition above about 50%;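 also: 0% = receptor plus peptide control and 100% = peptide only without receptor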
Mac1 fbg inh = CD11b/CD18-fibrinogen binding inhibition; inhibition, % at 10 µM; K562 CD11b/CD18 adhesion to fibrinogen, ATPlite luminescence; Mn2+ added to activate the integrin; 0.54% of 93,000 active; P05107+P11215;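 active = primary inhibition of 50% or more at 10 µM, then 40% or more on retest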; also: some results filed as inactive read as strong as hits
ERa coact pot = enhances coactivator binding to human estrogen receptor alpha; 1.3% of 86,000 active; P03372; TR-FRET ERalpha-LBD/SRC-Cy5 coactivator binding, 2 h; 100 = basal binding, no effect; coactivator binding (% of control), % at 25.6 µM; AID 639; in the data active = activity above about 200%;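 also: binding measured in presence of low estradiol as agonist stimulus; 0% = peptide alone without receptor and 100% = receptor with peptide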
An asterisk follows results filed as active; / = not tested or not shown; [ ] = dose if it differs, or a comment.

SMILES | PLAP activator | Mac1 fbg enh | MT1-MMP txn act | ERb SRC1 inh | FAK blocker | E coli WT exp | ERa coact inh | Mac1 fbg inh | ERa coact pot
Clc1ccc(OCCN2CCOCC2)cc1Cl | 1.4 | -10 | 1.3 | -1[fluorescence artefact?] | 0 | 8 | 5 | -2 | 105
Cc1ccc(Nc2nc(-c3sc(NC(=O)c4ccccc4)nc3C)cs2)cc1 | 1 | 0 | / | / | -12 | -11 | / | 17 | /
CC1(C)Cc2cccc(OCC(=O)NC3CC3)c2O1 | 1.3 | 0 | / | / | -1 | 8 | / | 0 | /
Cn1c(=O)c(=O)n(C)c2cc(S(=O)(=O)N3CCN(Cc4ccccc4)CC3)ccc21 | 0.9 | -6 | 1.2 | -1 | -1 | -5 | -6 | 7 | 99
COc1ccc2nc(SCC(=O)c3ccco3)[nH]c2c1 | 1 | / | 1.3 | -3 | 0 | 8 | -5 | / | 104
CC(C)CNC(=O)C1CC(=O)OC12CCCCC2 (stereo unspecified) | 1 | 0 | 1.1 | 2 | -1 | 1 | -3[fluorescence artefact?] | -13 | 91
O=C(CCS(=O)(=O)c1cccc2nonc12)N1CC(=O)N(CCc2ccccc2)C(=O)C1 | 1 | 2 | 1 | 3[fluorescence artefact?] | / | -10 | -6 | -11 | 139[fluorescence artefact?]
COc1ccc(CCNC(=O)c2ccc(CNc3c(N4CCOCC4)c(=O)c3=O)cc2)cc1OC | 1 | 14 | 1.2 | 4 | 8 | -1 | 1 | -25 | 105
CCC(C)OC(=O)C(C)Oc1ccc(-c2ccccc2)cc1 (stereo unspecified) | 0.9 | 0 | / | 2 | -1 | 1 | 0 | -3 | 103
CCOC(=O)c1c(C)n(CC(COC(C)=O)OC(C)=O)c2ccc(OC(C)=O)cc12 (stereo unspecified) | 1.5 | 2 | 1.1 | / | 1 | 6 | / | -4 | /
COc1ccc(OC)c(Nc2cc(-c3ccccc3)nc(N)n2)c1 | 1.5 | -1 | 0.4 | 17 | 1 | 2 | 7 | 39 | 81[fluorescence artefact?]
COC(=O)c1cc(CSc2nnc(-c3ccccc3)c(-c3ccccc3)n2)oc1C | 1.2 | -3 | 1 | 1 | -3 | -22 | -11 | 28 | 98
O=C(COC(=O)c1ccccc1Nc1cccc(C(F)(F)F)c1)NCc1ccco1 | 1 | / | 1.1 | 50[fluorescence artefact?] | 11 | 0 | 44 | / | 78[fluorescence artefact?]
Cc1c(C(=O)OC(C)C(C)C[N+](C)(C)C)oc2ccccc12 (stereo unspecified) | 0.7 | 0 | / | / | 5 | -3 | / | -32 | /
COc1ccc(Cl)cc1C(=O)N(Cc1nc(-c2cccc(C)c2)no1)C(C)C | 1.4 | 4 | 1.1 | -2 | 0 | -14 | -7 | 8 | 108
c1ccc2nc3c(cc2c1)CCCCCC3 | 1.2 | 0 | 1.3 | 0 | -1 | 4 | -5 | 1 | 90
N#C/C(=C\c1ccc[nH]1)C(=O)NC1CC1 | 0.8 | 3 | 1.2 | -5 | -1 | 30 | 24 | 5 | 114
O=P(CCNCc1ccco1)(c1ccccc1)c1ccccc1 | 1.3 | 0 | 1 | / | 2 | -1 | / | -17 | /
COc1ccccc1C(OC(=O)c1cccs1)C(=O)NCc1ccco1 (stereo unspecified) | 1.6 | 0 | 1.1 | 15[fluorescence artefact?] | -1 | 5 | 30 | -10 | 108
CCOc1ccc(N(CC(=O)Nc2cccc(F)c2)S(=O)(=O)c2c(C)noc2C)cc1 | 1 | -3 | 1.1 | -4 | 1 | -3 | -3 | -13 | 106
O=C(c1cc(-c2cccc(O)c2)on1)N1CCCCC1 | 1.2 | 1 | / | -5[fluorescence artefact?] | / | 5 | -2 | -4 | 123
O=C(CCN1C(=O)/C(=C\c2ccccc2Cl)SC1=S)N1CCN(c2ccccc2)CC1 | 1.2 | -4 | / | / | -2 | -16 | / | 13 | /
CN1CCN(C/C(=C2/N=C(c3ccccc3)OC2=O)N(C)C)CC1 | 1.7 | -2 | / | / | 3 | 2 | / | -5 | /
Cc1c(Cl)c(-c2n[nH]c(=S)n2Cc2ccco2)nn1C | 1 | -1 | / | / | 0 | 5 | / | -60 | /
Cc1nc(N2CCN(Cc3ccc4c(c3)OCO4)CC2)c2oc3ccccc3c2n1 | / | / | 1.3 | -6 | / | / | -9 | / | 78
CCCn1c(Nc2ccc(Cl)cc2)nc2ccccc21 | 1 | 2 | 0.9 | -10 | 1 | -1 | 1 | -7 | 90[fluorescence artefact?]
N#Cc1c(NC(=O)CSc2nc(-c3ccco3)cc(C(F)(F)F)n2)sc2c1CCCC2 | 0.8 | / | 1.2 | -19 | 0 | -7 | -1 | / | 88
Cc1oc2c(O)c(O)ccc2c(=O)c1-c1cnn(-c2ccccc2)c1 | 1.3 | 3 | / | / | 2 | -8 | / | 14 | /
C=CCSc1nc(-c2ccccc2)c2cc(Cl)ccc2n1 | 0.8 | 2 | / | / | 3 | -6 | / | 1 | /
c1c2c(cc3sc(N4CCCCC4)nc13)OCCO2 | / | / | 0.1 | -5 | / | / | 9 | / | 87
Cc1cc(/C=N/NC(=O)CC2(C)OCCO2)c(C)n1-c1ccc(Cl)c(Cl)c1 | / | / | 1.2 | -13 | 0 | / | -7 | / | 94
CC(C)(C)c1ccc(C(=O)/C=C2\NC(=O)CS2)cc1 | 1 | / | 1.4 | -2 | 1 | -1 | 5 | / | 100
Cc1ccc(CNC(=O)CN(Cc2ccccc2)S(C)(=O)=O)cc1 | / | / | 1.2 | 1 | 3 | / | 2 | / | 108
COc1ccc(CC(=O)N2CCC(Nc3nc4ccccc4n3Cc3ccc(F)cc3)CC2)cc1 | / | / | 1.3 | -5 | -1 | / | -8 | / | 99
O=C(O)CN1C(=O)CC(Cc2ccc(Cl)cc2)C1=O (stereo unspecified) | 0.9 | -1 | 1.2 | -1 | 4 | 2 | -7 | -10 | 118
OC(COc1ccccc1)CSc1ncn[nH]1 (stereo unspecified) | 1.5 | 0 | 1.3 | -6 | -1 | 9 | -8 | 7 | 112
CCn1c(SCC(=O)Nc2cc(C)ccc2C)nnc1-c1cnccn1 | 1 | -1 | 1.1 | -8[fluorescence artefact?] | / | 7 | -1 | -4 | 110
COc1ccc(CC(=O)NNC(=O)c2ccc(SCc3cc(F)ccc3F)c([N+](=O)[O-])c2)cc1 | 1 | 26 | 1 | 21[fluorescence artefact?] | 8 | -2 | 30[fluorescence artefact?] | 0 | 83
O=C(CSc1n[nH]c(-c2cccnc2)n1)Nc1ccccc1 | / | / | 1.2 | 2 | 11 | / | 0 | / | 120
C=C(C)Cn1c(SCC(=O)O)nnc1-c1ccc(C(C)(C)C)cc1 | 1.2 | -2 | 1.1 | 9 | -2 | 7 | 2 | -11 | 131
O=C(O)CN(Cc1ccco1)S(=O)(=O)c1ccccc1 | 1.1 | -7 | 1.1 | -4 | -8 | -1 | -2 | 28 | 112
O=C(Nc1cccc2cccnc12)c1cccnc1 | 0.9 | 6 | 1.2 | 4 | 2 | 5 | 40 | -7 | 75[fluorescence artefact?]
O=C(Nc1ccccc1F)C1CCCN(S(=O)(=O)c2cccc3cccnc23)C1 (stereo unspecified) | 1.3 | 4 | 1.1 | 53*[fluorescence artefact?] | -10 | -6 | 3 | -17 | 123
N#C/C(=C1\CCCN1)c1nc2ccccc2c(=O)[nH]1 | 1 | -4 | 1.1 | 0 | 5 | -10 | -2 | -12 | 98
CC1CN(Cc2ccc(C#N)cc2Cl)CC(C)O1 (stereo unspecified) | 0.9 | -1 | 1.2 | / | -2 | 2 | / | 6 | /
CN(C)c1ccc(-c2nnn(CC(=O)Nc3ccccc3N3CCOCC3)n2)cc1 | 1 | 2 | 1 | 1 | / | 1 | -5[fluorescence artefact?] | 77 | 113[fluorescence artefact?]
O=C(CN1CCN(Cc2ccccc2)CC1)c1ccccc1 | 1 | -2 | / | -1 | 1 | -10 | -5 | 0 | 104
COc1ccccc1N1CCN(C(=O)CSc2nc(C)c(Cc3ccccc3)c(=O)[nH]2)CC1 | 1.5 | -5 | 1.1 | -30 | -2 | 11 | -32 | 41 | 88
CCN(C(C)=O)c1cccc2ccccc12 | 0.9 | 0 | 0.9 | -1 | 1 | 6 | -2 | -3 | 109
COc1ccccc1NC(=O)CSc1nnc(C)n1CC1CCCO1 (stereo unspecified) | / | / | 1.1 | -12 | 0 | / | -12 | / | 100
CC(C)CC1NC(=O)N(CC(=O)N2CCN(S(=O)(=O)c3ccc(Cl)cc3)CC2)C1=O (stereo unspecified) | 0.9 | -4 | 1 | 2[fluorescence artefact?] | 3 | 1 | -4 | 8 | 117
CCN1CCC(C(N)=O)CC1 | 1 | 1 | 1.1 | 51* | 1 | 5 | 3 | -62 | 105
CCCCCCn1c(=O)c(-c2ccccc2)c(O)c2ccccc21 | 1.5 | -2 | / | -4 | -4 | -1 | 0 | 7 | 90
O=C(O)CCNc1ccc2c(c1)OCCO2 | 1.1 | 4 | 1.1 | -13 | -1 | 1 | -21 | -17 | 119[fluorescence artefact?]
CN(C(=O)Cn1c(=O)n(CCCCC(=O)NC2CCCC2)c(=O)c2ccccc21)C1CCCCC1 | / | / | 1.1 | -7 | -1 | / | -8 | / | 136
O=C(Nc1ccc(N2CCCCC2)c(Cl)c1)c1cccnc1 | 0.7 | 0 | 1.7 | -7 | -1 | -5 | 1 | 4 | 130
COc1ccccc1C1CC(=O)NC(SCC(=O)Nc2ccccc2)=C1C#N (stereo unspecified) | 0.9 | -1 | 1.1 | -2 | -2 | -1 | 8 | -14 | 106
CCCNC(=O)Cc1cc(=O)[nH]c(=O)[nH]1 | 1 | 2 | 1.1 | / | -2 | -1 | / | 6 | /
CC1CCCC(C)N1C(=O)c1cc(-c2ccc(Cl)c(Cl)c2)on1 (stereo unspecified) | 1 | / | 1.3 | -3 | -2 | -7 | 0 | / | 135
Cc1nc(SCC(=O)N2CCN(C(=O)c3ccco3)CC2)c2c(C)c(C)sc2n1 | 1.2 | -2 | 1 | / | -2 | / | / | -8 | /

Next part:
SMILES | PLAP activator | Mac1 fbg enh | MT1-MMP txn act | ERb SRC1 inh | FAK blocker | E coli WT exp | ERa coact inh | Mac1 fbg inh | ERa coact pot
N#Cc1ccsc1NC(=O)CSc1nnc(-c2ccccc2)o1 | 1.1 | -1 | / | / | 0 | -6 | / | -5 | /
CCCn1c(SC(C)C(=O)O)nc2ccccc21 (stereo unspecified) | 1.2 | -6 | 1.1 | -2 | 0 | 2 | -1 | -8 | 110
CCc1nccn1S(=O)(=O)c1ccc(OC)c(OC)c1 | 1 | -2 | 1.1 | -7 | / | 6 | -9 | -4 | 118
CCOc1cc2c3c(c1)C1(OCCO1)C(=O)N3C(C)(C)CC2C (stereo unspecified) | 1.7 | 4 | 1 | 8 | -3 | -2 | -3 | 3 | 120

Screens as filed in PubChem BioAssay.
